Bioassay records: PubChem, several laboratories
TNAP inh hiacc = blocks human TNAP under high phosphate acceptor concentration. inhibition, % at 20 µM. actives 0.03% (n = 200,000). P05186. purified TNAP, CDP-star luminescence, 1 M DEA;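 active = over 50% inhibition of tissue-nonspecific alkaline phosphatase at 20 µM in the single-dose screen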;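 note: plate controls were DMSO wells for no effect and EDTA-quenched wells as full inhibition for full effect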
Target sequence (P05186 whole entry, looked up): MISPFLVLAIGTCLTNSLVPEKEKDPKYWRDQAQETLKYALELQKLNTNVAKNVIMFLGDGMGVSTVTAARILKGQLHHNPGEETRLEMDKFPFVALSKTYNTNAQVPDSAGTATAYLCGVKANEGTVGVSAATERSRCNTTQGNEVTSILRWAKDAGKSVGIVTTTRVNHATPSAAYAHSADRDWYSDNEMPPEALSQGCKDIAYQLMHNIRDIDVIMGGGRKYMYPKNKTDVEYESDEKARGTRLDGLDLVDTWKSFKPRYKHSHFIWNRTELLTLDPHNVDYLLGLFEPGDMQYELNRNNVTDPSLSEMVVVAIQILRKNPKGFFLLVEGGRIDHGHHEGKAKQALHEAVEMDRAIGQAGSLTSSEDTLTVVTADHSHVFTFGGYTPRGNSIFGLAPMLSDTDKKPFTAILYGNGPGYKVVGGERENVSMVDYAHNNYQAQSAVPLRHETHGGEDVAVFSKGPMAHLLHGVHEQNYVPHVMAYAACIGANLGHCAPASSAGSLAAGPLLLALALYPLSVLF
bIAP inhibitor = intestinal alkaline phosphatase (bovine) inhibition; 190,000 tested, under 10 active; inhibition, % at 20 µM; purified bovine IAP, CDP-star luminescence, 30 min;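 active = over 50% inhibition of intestinal alkaline phosphatase at 20 µM in the single-dose screen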
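System: Purified bovine intestinal alkaline phosphatase (IAP) enzyme | Input: IAP diluted 1/65,000,000 in the well | Also added: CDP-star chemiluminescent phosphatase substrate, 30 µM final | Dosing: 20 µM single dose | Times: Enzyme reaction for 30 min at room temperature | Detection: Luminescence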
TNAP act hi DEA = activators of human TNAP at high phosphate acceptor concentration; purified TNAP, CDP-star luminescence, 1 M DEA, 30 min; stronger effect = higher value; 0 = EDTA background, 1 = DMSO-only activity; 200,000 tested, under 10 active; activation factor at 20 µM; P05186;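 active = activation factor at least 2 at 20 µM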
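system = human TNAP | amount = enzyme diluted 1/800 final | reagent = 100 µM CDP-star substrate | signal = luminescent substrate turnover signal | dosing = one dose, 20 µM | benchmarks = EDTA negative control, DMSO positive control | measure = activation factor | timing = 30 min reaction, room temperature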
bIAP activator = increases bovine intestinal alkaline phosphatase activity | activation factor at 20 µM | purified bovine IAP, CDP-star luminescence, 30 min; stronger effect = higher value; fold of DMSO-control signal, blank-subtracted | actives 0.17% (n = 200,000);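 active = activation factor of 2 or more at 20 µM, a signal rise over negative controls twice the positive control's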
APP 5UTR inh = APP translation inhibition; SH-SY5Y APP 5'UTR-luciferase reporter, luminescence; actives 0.82% (n = 190,000); inhibition, % at 2 µM; AID 1285;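 active = inhibition above a set limit, derived from the sample mean plus 3 SD, cut at about 45% in these data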; note: values of inactives mirror those of a sister screen read the other way
L major viab = reduces viability of Leishmania major promastigotes | resazurin fluorescence viability | inhibition, % at 10 µM | actives 9% (n = 200,000); in the data active = inhibition above about 50%;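 note: promastigotes grown with compound for 44 hours at 28 °C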
FLuc inh counter = Photinus pyralis luciferase inhibition counter-screen; P08659; ATPLite firefly luciferase biochemical luminescence, 10 min; inhibition, % at 10 µM; actives 1.5% (n = 200,000); AID 1006;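 active = inhibition above about 50% when tested at 10 µM, limit read from the data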
Target sequence (P08659 whole entry, looked up): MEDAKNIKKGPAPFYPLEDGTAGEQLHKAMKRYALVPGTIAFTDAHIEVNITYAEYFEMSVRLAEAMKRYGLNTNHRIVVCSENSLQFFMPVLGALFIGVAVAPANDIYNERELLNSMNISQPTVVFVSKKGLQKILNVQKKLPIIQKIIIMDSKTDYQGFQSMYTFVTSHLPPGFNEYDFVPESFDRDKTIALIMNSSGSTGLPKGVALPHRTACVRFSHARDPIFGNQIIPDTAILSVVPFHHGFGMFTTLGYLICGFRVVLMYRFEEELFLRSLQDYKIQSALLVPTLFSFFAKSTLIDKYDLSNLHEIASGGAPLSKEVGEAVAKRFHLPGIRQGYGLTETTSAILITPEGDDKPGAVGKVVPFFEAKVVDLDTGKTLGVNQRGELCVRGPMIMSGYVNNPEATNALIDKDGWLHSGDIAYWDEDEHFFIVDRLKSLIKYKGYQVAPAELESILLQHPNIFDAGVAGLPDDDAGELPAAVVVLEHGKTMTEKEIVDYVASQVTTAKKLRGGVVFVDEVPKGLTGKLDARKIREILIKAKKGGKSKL
TNAP inh noacc = TNAP (human) inhibition, acceptor-free conditions | actives 0.26% (n = 200,000) | inhibition, % at 20 µM | purified TNAP, CDP-star luminescence, 30 min;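 active = tissue-nonspecific alkaline phosphatase inhibition above about 50% at 20 µM in the single-dose screen, limit read from the data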;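 note: 0% = DMSO negative control and 100% = EDTA positive control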
FLuc act counter = affects firefly luciferase, flagging false hits in luciferase stimulation screens. 200,000 tested, under 10 active. AID 1027. activation factor at 10 µM. ATPlite luciferase biochemical, luminescence, 10 min; 0 = ATP-free wells, 1 = DMSO control. P08659;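 active = luciferase activation factor, scaled between plate controls, of at least 2 with compound at 10 µM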
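assay system = Luciferase/luciferin detection reagent, cell-free biochemical luciferase assay | also added = ATP substrate | times = 10 min post-reagent at room temperature | measured by = luminescence from luciferase reaction | measure = luciferase activation, seen as luminescence increase over controls | benchmarks = low control with PBS replacing ATP, high control enzyme plus ATP without compound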
RAM network inh = yeast RAM network inhibition; S. cerevisiae dse1pr::URA3 reporter, 5-FOA growth OD615, 2 d; analog-sensitive cbk1-as2 kinase mutant strain; inhibition, % at 50 µM; actives 1.8% (n = 190,000); AID 868;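 active = inhibition above a set limit, 3 SD over mean compound inhibition, cut at about 8.4% in these data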;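 note: 0% = DMSO-only wells with no growth and 100% = 10 µM 1-NA-PP1 full growth; inhibition rescues growth on 5-FOA so higher OD means more RAM inhibition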
* marks the source's active call; other numbers are inactive results.

SMILES	TNAP inh hiacc	bIAP inhibitor	TNAP act hi DEA	bIAP activator	APP 5UTR inh	L major viab	FLuc inh counter	TNAP inh noacc	FLuc act counter	RAM network inh
Cc1c(CNCCCc2ccccc2)c(C(=O)O)c(C)n1Cc1ccccc1	-5	-2	1.1	1	0	1	-5	-10	1.1	0.1
COc1ccc(Cn2c(N)c(C#N)c3nc4ccccc4nc32)cc1	-2	5	1	0.9	1	-3	-7	-13	1.1	1.7
CC(Oc1ccccc1)C(=O)N=Nc1c(O)[nH]c2ccc([N+](=O)[O-])cc12 (stereo not given)	3	-11	1	1.1	9	12	-6	-3	1.1	1.4
COc1nc(C)nc2c1sc1nc3c(cc12)COC(C)(C)C3	-9	6	1.1	0.9	-55	33	5	-18	1	-1.1
CCCCCOc1ccc(C2C(C(C)=O)=C(C)Nc3ncnn32)cc1OC (stereo not given)	0	5	1	1	6	-6	-1	-4	1	5.7
CCCCN(C(=O)c1ccc2c(c1)OCO2)c1ccccc1	-5	-1	1	1	6	22	-4	-8	1	-1.1
O=c1c(Cc2c(F)cccc2Cl)c(O)ccn1CCCN1CCOCC1	-2	-19	1	1.2	-32	-2	-3	2	1	1.4
N#C/C(=C/c1ccc(N2CCCCC2)o1)C(=O)Nc1ccc(Cl)cc1	11	25	0.9	0.8	-36	-4	31	-12	0.7	3.8
COc1ccc(-c2c(C)[nH]n3c(=O)c(Cc4ccccc4)c(C)nc23)cc1OC	-4	-25	1	1.2	-1	17	-9	-17	1.1	3.0
O=C(CCCC(=O)N1CCN(c2ccc([N+](=O)[O-])cc2)CC1)c1ccccc1	5	3	0.9	1	-15	86*	-6	6	1.1	-0.1
Cc1ccc(-n2c(=O)c3ccccc3n(CC(=O)NCc3ccco3)c2=O)cc1	-2	10	1	0.9	-9	-8	-4	-19	1	3.4
Cc1ccc(C)c2nc(SCC(=O)NCc3cccs3)c(C#N)cc12	-7	16	1.1	0.8	-6	-5	-10	-4	1.1	7.4
Cc1ccc(NC(=O)COc2ccccc2[N+](=O)[O-])nc1	-6	-7	1.1	1.1	-31	6	80*	-3	0.2	0.1
Cc1c(C(=O)N(C)C)sc(NC(=O)c2cc([N+](=O)[O-])cc([N+](=O)[O-])c2)c1C#N	1	18	1	0.8	-11	2	-4	-8	1	5.0
COc1ccc(NC(=O)CSc2nnc(CCC(=O)O)c(=O)n2N)cc1	-2	11	1	0.9	-3	-6	0	-45	1	1.1
CCN(CC)c1ccc(/C=N/NC(=O)OC)c(O)c1	-4	-35	1	1.4	-26	-5	30	-4	0.7	-0.1
COc1ccc(Nc2nc(Cl)nc(NCc3ccco3)n2)cc1	-6	8	1.1	0.9	-4	1	-3	-9	1	1.9
CCC(C)c1ccccc1NC(=O)COC(=O)c1ccc2[nH]c3c(c2c1)CCCC3 (stereo not given)	-2	16	1	0.8	10	35	-8	-2	1.1	5.7
CN(C)S(=O)(=O)c1ccc(C(=O)NCc2nnc(SCC(=O)Nc3ccc(F)cc3)n2-c2ccc(F)cc2)cc1	2	9	1	0.9	11	-11	-3	5	1	4.7
COc1ccc(/C=N/OC(=O)Nc2ccccc2)cc1[N+](=O)[O-]	-4	7	1	0.9	-20	7	15	-9	0.8	0.7
O=C(COC(=O)c1c2ccccc2cc2ccccc12)Nc1ncc(C(F)(F)F)cc1Cl	-9	15	1.1	0.8	17	-6	-5	-7	1.1	5.2
c1coc(-c2ccnc(-c3ccncc3)n2)c1	-7	6	1.1	0.9	-14	4	-3	-8	1	1.7
Cc1cc(NC(=O)CSc2nc3cc(Cl)ccc3c(=O)n2CC(C)C)no1	-3	4	1	1	-11	-11	-2	3	1	3.1
CNC(=O)NC(=O)C(C)Oc1ccccc1F (stereo not given)	-5	-17	1	1.2	6	1	-2	-15	1	1.4
Cc1cccc(CS(=O)(=O)Cc2ccc(C(=O)NCc3cccs3)o2)c1	3	-5	1	1.1	12	18	-4	-5	1	4.7
O=C(CNCc1ccccc1)Nc1ccc(Oc2ccccc2)cc1	-6	-23	1.1	1.2	-14	-4	-7	-13	1.1	11*
CCNC(=S)NCc1ccc2c(c1)OCO2	-4	-18	1	1.2	2	-5	-5	-8	1.1	-0.6
O=C(CCCSc1nc2ccccc2[nH]1)NC1CCCCC1	0	13	1	0.9	-16	0	-5	-3	1.1	1.2
CN1C(=O)c2ccccc2C(C(=O)NCc2ccco2)C1c1c[nH]c2ccccc12 (stereo not given)	-2	8	1	0.9	13	1	-3	-9	1	0.5
CCOC(=O)c1nn(-c2ccccc2)c2nnc(Cc3ccccc3)c(=O)n12	-6	30	1.1	0.7	-8	-6	-5	-7	1.1	0.9
CC(C)CNC(=O)c1ccccc1SCC(=O)NC12CC3CC(CC(C3)C1)C2	-3	26	1	0.7	9	20	-7	3	1.1	1.4
CCCn1nnc(NC(=O)c2ccc([N+](=O)[O-])cc2Cl)n1	-3	7	1	0.9	18	10	10	-6	0.9	-0.4
CC(Sc1nc(-c2ccccc2)cc(C(F)(F)F)n1)C(=O)NCCN1CCOCC1 (stereo not given)	-5	9	1.1	0.9	-3	4	-7	-16	1.1	1.0
CN(c1ccccc1)S(=O)(=O)c1cccc(NC(=O)c2cc(=O)c3ccccc3o2)c1	-2	12	1	0.9	-20	80*	-4	-5	1	6.0
COC(=O)c1ccccc1NC(=O)CS(=O)(=O)Cc1nc(-c2ccc(C)cc2)oc1C	-7	7	1.1	0.9	1	-5	0	-15	1	3.3
Nc1cc(=O)[nH]c(SCC(=O)Nc2ccc3c(c2)CCC3)n1	-6	0	1.1	1	-5	6	-6	-10	1.1	-0.7

Given comma-delimited: part of the list above.
smiles,TNAP inh hiacc,bIAP inhibitor,TNAP act hi DEA,bIAP activator,APP 5UTR inh,L major viab,FLuc inh counter,TNAP inh noacc,FLuc act counter,RAM network inh
Cc1cccc(CS(=O)(=O)Cc2ccc(C(=O)NCc3cccs3)o2)c1,3,-5,1,1.1,12,18,-4,-5,1,4.7
O=C(CCCSc1nc2ccccc2[nH]1)NC1CCCCC1,0,13,1,0.9,-16,0,-5,-3,1.1,1.2
CCNC(=S)NCc1ccc2c(c1)OCO2,-4,-18,1,1.2,2,-5,-5,-8,1.1,-0.6
CC(Sc1nc(-c2ccccc2)cc(C(F)(F)F)n1)C(=O)NCCN1CCOCC1 (stereo not given),-5,9,1.1,0.9,-3,4,-7,-16,1.1,1.0

Later entries
SMILES	TNAP inh hiacc	bIAP inhibitor	TNAP act hi DEA	bIAP activator	APP 5UTR inh	L major viab	FLuc inh counter	TNAP inh noacc	FLuc act counter	RAM network inh
CN1CCN(C2=Nc3c(Cl)cc(Cl)c4cccc2c34)CC1	14	5	0.9	0.9	24	22	-5	8	1	0.0
Cc1cc2oc(=O)cc(C)c2c(=O)o1	-3	3	1	1	4	-5	-6	-10	1.1	-0.7
Cc1cccc2sc(N(CCCN(C)C)C(=O)CN3C(=O)c4ccccc4C3=O)nc12	6	-6	0.9	1.1	4	5	-4	-6	1	-0.2
Nc1ccc(CC2SC(=O)NC2=O)cc1 (stereo not given)	-4	-1	1	1	-5	-1	-5	-10	1.1	1.1
Cc1cccc(N(C)S(=O)(=O)c2ccc3[nH]cc(C(=O)N4CCOCC4)c(=O)c3c2)c1	-3	1	1	1	-4	-8	-8	-6	1.1	-0.2
O=S(=O)(c1ccc(Cl)c(NC(=S)N/N=C/c2ccc(O)cc2)c1)N1CCOCC1	-1	27	1	0.7	-11	88*	8	-8	0.9	0.4
CC(=O)N1CCc2ccc(C(=O)CN3CCN(c4cccc(C)c4C)CC3)cc21	-5	-2	1.1	1	-19	2	-8	1	1.1	0.8
CCCCC(=O)Nc1ccc(C(=O)Nc2ccc(S(=O)(=O)N3CCCC3)cc2)cc1	-2	10	1	0.9	2	4	-2	-9	1	8.6*
Cc1ccnn1CCC(=O)N1CCCC(CCC(=O)NCc2ccccc2F)C1 (stereo not given)	-5	-2	1.1	1	-2	-6	-7	-10	1.1	2.1
CC(=O)c1ccc(NC(=O)CCSCCC(=O)Nc2ccc(C(C)=O)cc2)cc1	-6	5	1.1	0.9	13	-6	-1	-8	1	2.9
CC(C)CN1C(=O)C(=O)N(CC(=O)NC2CCCc3ccccc32)C1=O (stereo not given)	-2	-4	1	1	-17	-9	-8	-1	1.1	4.3
CC(NC(=O)CSc1nc(=O)cc(N)n1CCc1ccccc1)c1ccccc1 (stereo not given)	-4	1	1	1	-8	-7	-8	-11	1.1	1.2
CN1CCN(C(=O)c2cc(C(C)(C)C)cc(C(C)(C)C)c2)CC1	-6	2	1.1	1	1	-1	-8	-7	1.1	-0.4
CCOC(=O)Cn1c(=O)oc2cc(S(=O)(=O)Nc3cc(OCC)ccc3OCC)ccc21	-2	4	1	1	-19	71*	-4	-9	1	-0.1
COc1cc(Cl)c(S(=O)(=O)N2CC(C)OC(C)C2)cc1Cl (stereo not given)	1	5	1	0.9	5	-3	-8	-7	1.1	3.6
COc1ccc(CN(CC2CCC(C(=O)O)CC2)C(=S)Nc2ccccc2C)cc1 (stereo not given)	-2	-5	1	1.1	-5	-2	-10	0	1.1	4.1
C[C@@H]1CN(Cc2nc(-c3cnccn3)no2)C[C@H](C)O1	1	-6	1	1.1	0	-8	-3	0	1	0.1
O=C(N1CCOCC1)N1CCC(n2nnc3ccccc32)CC1	-8	10	1.1	0.9	-8	-7	-1	-10	1	0.6
NC(=O)C(c1ccccn1)c1ncc(C(F)(F)F)cc1Cl (stereo not given)	-2	4	1	1	7	9	-3	-6	1	0.5
N/C(=N\OC(=O)Cc1ccc(Cl)cc1)c1ccccn1	-5	11	1	0.9	-35	-2	22	-21	0.8	-0.1
Cc1ccc2sc(C)[n+](CCC(C)S(=O)(=O)[O-])c2c1 (stereo not given)	-2	10	1	0.9	-1	37	-7	-12	1.1	-0.1
COCCCn1c(C)c(C(C)=O)cc(NC(=O)c2ccccc2)c1=O	-3	-6	1	1.1	-19	8	-2	-5	1	1.8
Fc1ccccc1CSc1nnc(-c2ccccc2)o1	-2	23	1	0.8	-139	-3	9	-9	0.9	0.8
CCN(CC(=O)Nc1ccc2c(c1)OC(F)(F)O2)Cc1nc2ccccc2c(=O)[nH]1	0	-56	1	1.6	0	34	-5	-10	1.1	1.4
CC(=O)Nc1cccc(OCC(=O)NCCC2=CCCCC2)c1	-5	-9	1	1.1	-15	8	-4	-3	1	1.2
CN(C)S(=O)(=O)c1cccc(NC(=S)N/N=C/C2CC=CCC2)c1 (stereo not given)	-1	-1	1	1	-11	6	2	-11	1	1.9
Nc1cc(N)nc(SCC(=O)N2CCc3ccccc32)n1	-6	17	1.1	0.8	-32	0	1	-13	1	1.7
CCn1nnc(NC(=O)c2ccccc2Br)n1	0	15	1	0.8	-6	-9	5	-7	0.9	1.8
CCOc1cccc(N2C(=O)CC(n3cnc4ccccc43)C2=O)c1 (stereo not given)	-1	6	1	0.9	-18	-4	-2	-6	1	1.3
Cc1cc2nc(CCN(Cc3cccnc3)C(=S)Nc3ccccc3)[nH]c2cc1C	-1	7	1	0.9	4	91*	-3	-17	1	0.8
